Bioassay records (PubChem BioAssay)
GLP1R inv ag: GLP-1 receptor (human) inverse agonism. Potency, µM (top dose mostly 38.3 µM), without a hit: top-dose activity change, negative = inhibition, usual class: inhibitors. P43220. HEK293 GLP-1R CRE-luciferase, luminescence, 24 h; GLP-1R form is constitutively active. hit rate 1.6% among 410,000. AID 624417; also: potency is read from the fitted curve at half-maximal effect; % is scaled to controls: 0 for no effect and ±100 for the full control effect; nearly all actives have a fitted effect of over 55% in size
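HEK293 cells stably co-expressing constitutively active GLP-1R and a cAMP-responsive luciferase reporter were seeded in DMEM with 10% Nu serum, given compounds after 12 h, and incubated 24 h at 37 deg C. Luminescence was then read.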
aSyn rescue: inhibitors of alpha-synuclein toxicity in yeast; Yeast expressing alpha-synuclein, growth rescue, BacTiter-Glo, 24 h; Potency, µM (top dose mostly 46.1 µM), inactives show at the highest dose growth rescue (activation), most hits filed as activators; hit rate 0.14% among 370,000; also: potency is read from the fitted curve at half-maximal effect; % of control where 0% means no effect; nearly all actives have a fitted effect of over 65% in size
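Rescue of yeast growth: cells expressing toxic alpha-synuclein, induced in galactose at OD600 0.02, incubated with compound 24 h at 30 C. ATP luminescence quantified growth; inhibitors of toxicity appear as activators.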
DRD3 antagonist: D3 dopamine receptor (human) antagonism; AID 652054; D3R cells, DiscoveRx beta-arrestin luminescence, antagonist mode; stronger effect = lower value; P35462; hit rate 2.5% among 360,000; max response, negative = inhibition, %; in the data active = max response below about -50%; inconclusive = no clear call, values can overlap the other calls; also: % is scaled to controls: 0 for no effect and ±100 for the full control effect; mostly tested at two doses, the higher about 12 µM
Target sequence (P35462 whole entry, looked up): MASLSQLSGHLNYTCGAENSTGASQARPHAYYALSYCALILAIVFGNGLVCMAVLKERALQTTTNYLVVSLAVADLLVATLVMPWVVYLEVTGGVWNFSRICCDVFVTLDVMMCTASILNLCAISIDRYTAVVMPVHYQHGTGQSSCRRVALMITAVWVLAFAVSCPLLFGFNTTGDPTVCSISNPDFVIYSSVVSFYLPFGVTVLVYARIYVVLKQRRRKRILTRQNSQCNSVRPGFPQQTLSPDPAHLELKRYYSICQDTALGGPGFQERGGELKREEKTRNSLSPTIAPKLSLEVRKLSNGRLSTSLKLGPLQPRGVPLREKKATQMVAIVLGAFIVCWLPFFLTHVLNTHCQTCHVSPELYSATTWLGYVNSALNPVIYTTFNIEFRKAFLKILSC
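Cells plated overnight at 1500 cells/well, then exposed to library compounds with dopamine controls for 90 minutes at 37 degrees C. DiscoveRx reagent added for 30–60 minutes at room temperature; luminescence read, quantitative HTS format.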
KB-V1 MDR tox: kills drug-selected multidrug resistant KB-V1 cells; KB-V1 MDR cells viability, CellTiter-Glo, 72 h; Potency, µM (titrated, usually from 46.1 µM), for the others: top-dose activity change, negative = cytotoxicity, most hits filed as cytotoxic; hit rate 3.4% among 400,000; AID 1347076; also: potency is read from the fitted curve at half-maximal effect; % is scaled to controls: 0 for no effect and ±100 for the full control effect; nearly all actives have a fitted effect of over 60% in size
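In this primary screen, KB-V1 cells overexpressing P-gp are incubated with library compounds (lowest to highest concentration) for 72 h at 37 degrees C before a luminescent ATP viability read.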
HEK293 tox: cytotoxicity in counter-screen for GLP-1R inverse agonists | HEK293 cAMP-luciferase reporter cells, luminescence, 24 h | Potency, µM (titrated, usually from 38.3 µM), for inactives: top-dose activity change, negative = inhibition, hits mostly inhibitors | hit rate 0.13% among 410,000 | AID 624418;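 also: loss of luciferase light is scored as toxicity; potency is read from the fitted curve at half-maximal effect; % is scaled to controls: 0 for no effect and ±100 for the full control effect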
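MLSMR compounds, 24 hr on cells at 37 deg C/5% CO2; luminescence after luciferase reagent (12 min RT). Inhibition counted as the undesired cytotoxic outcome.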
PTHR1 ag: agonists of human PTHR1 parathyroid hormone receptor | AID 743266 | hit rate 0.075% among 410,000 | Potency, µM (doses to about 115 µM), for inactives: at the top dose activation, most hits filed as activators | Q03431 | HEK293 GP2 PTHR1 cells, GloSensor cAMP luminescence, 1 h; also: potency is read from the fitted curve at half-maximal effect; nearly all actives have a fitted effect of over 55% in size; some results filed as inactive show a strong effect at the top dose; inactives centre near -15; many of its hits are not listed in these tables
Target sequence (Q03431 whole entry, looked up): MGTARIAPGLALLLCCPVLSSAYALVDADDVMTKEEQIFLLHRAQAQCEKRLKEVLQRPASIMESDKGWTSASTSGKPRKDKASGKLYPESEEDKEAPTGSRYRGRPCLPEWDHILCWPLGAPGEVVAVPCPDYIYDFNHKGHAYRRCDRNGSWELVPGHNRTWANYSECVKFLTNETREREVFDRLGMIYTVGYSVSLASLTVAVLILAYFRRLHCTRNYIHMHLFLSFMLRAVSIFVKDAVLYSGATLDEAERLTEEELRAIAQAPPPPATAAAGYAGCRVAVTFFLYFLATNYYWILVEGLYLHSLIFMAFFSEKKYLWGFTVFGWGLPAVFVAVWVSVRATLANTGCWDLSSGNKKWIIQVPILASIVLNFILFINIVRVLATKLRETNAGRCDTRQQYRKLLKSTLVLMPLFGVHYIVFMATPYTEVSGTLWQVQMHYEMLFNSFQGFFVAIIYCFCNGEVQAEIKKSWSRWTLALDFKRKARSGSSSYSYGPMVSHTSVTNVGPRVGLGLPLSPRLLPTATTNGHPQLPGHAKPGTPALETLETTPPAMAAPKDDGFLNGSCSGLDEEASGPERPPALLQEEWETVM
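HEK-293-derived GP2 cells expressing PTHR1 and a GloSensor cAMP reporter, 3,000/well, plated overnight, given luciferin plus IBMX (each 0.5 mM as added) for 1 h at 37 °C, then compound for 1 h at 37 °C. Luminescence was read after 15 min at room temperature.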
GLP-1R agonist: GLP-1 receptor (human) agonism. HEK293 GLP-1R CRE-luciferase, luminescence, 4-6 h; cells express a hypersensitive GLP-1R form. Potency, µM (top dose mostly 45.6 µM), for inactives: top-dose activation, hits mostly activators. hit rate 0.007% among 380,000. AID 624172; also: potency is read from the fitted curve at half-maximal effect; % of control where 0% means no effect
TDP-43 yeast inh: TDP-43 toxicity inhibition in yeast. TDP-43 expressing yeast growth rescue, BacTiter-Glo, 24 h. Potency, µM (doses to about 46.1 µM), without a hit: at the highest dose growth rescue (activation), actives largely listed as activators. hit rate 1.8% among 410,000. AID 652104; also: potency is read from the fitted curve at half-maximal effect; % of control where 0% means no effect; nearly all actives have a fitted effect of over 50% in size
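Luminescence from BacTiter-Glo reports growth of TDP-43-expressing yeast after 24 hr at 30 deg C with compound. Cells were raffinose-pregrown to mid-log, then seeded in galactose medium at OD600=0.02.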
D3 ag: D3 dopamine receptor (human) agonism | P35462 | D3R DiscoveRx beta-arrestin cells, luminescence, 90 min | max activation, % | hit rate 0.58% among 410,000; in the data active = max activation above about 30%; also: 0% is about no effect; mostly tested at two doses, the higher about 12 µM
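Cells at 1500/well, incubated overnight, then treated with pinned compounds (dopamine as control) for 90 min at 37 degrees C. DiscoveRx reagent added for 30 - 60 minutes at room temperature; luminescence read.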
Active calls of the source: *; i = inactive; ? = inconclusive; · = not tested or not shown; [ ] = remark or other dose. Unless noted, calls follow the shape of the dose curve; as a rule, active = well fitted curve in the direction sought with a large enough effect; inconclusive = small, poorly fitted or top-dose-only effect, or another doubt; inactive = no such curve, though single readings can be large; an effect the other way counts as inactive or inconclusive. Only part of the results is shown, so the mix of outcomes need not match the whole.

Under each structure: GLP1R inv ag	aSyn rescue	DRD3 antagonist	KB-V1 MDR tox	HEK293 tox	PTHR1 ag	GLP-1R agonist	TDP-43 yeast inh	D3 ag
CC1SC(=Nc2ccccc2)N(S(=O)(=O)c2ccccc2)C1=O (stereo unspecified)
  2%	-10%	0	0%	14%	i	-7%	11%	1
Cc1noc(NS(=O)(=O)c2ccc(NC(=O)c3cnc4scc(C)n4c3=O)cc2)c1C
  42%[activator]	-3%	-10	2%	4%	i	-6%	22%	-7
COc1cc2c(cc1OC)C(=O)N1[C@H]3c4ccccc4OC[C@@H]3[C@H](c3ccccc3)[C@]1(C)C(=O)N2
  ?	7%	-23	?	-17%	i	-2%	-43%[inhibitor]	11
NC(=O)C1CCN(C(=S)c2ccc(-c3ccc(Br)cc3)o2)CC1
  31%	-5%	0	0%	-4%	-1%	11%	-8%	-5
N#Cc1cccc(NS(=O)(=O)c2ccccc2Cl)c1
  -2%	0%	-12	?	5%	i	-3%	11%	1
NS(=O)(=O)c1cccc(NC(=O)COC(=O)/C(=C/c2cccs2)c2cccs2)c1
  ?	3%	?	-14%	-29%	i	9%	12%	5
CCN=C1SC(CC(=O)NCC)C(=O)N1CC (stereo unspecified)
  9%	1%	12	13%	-15%	-14%[57.5 µM]	-1%	9%	-1
CC(C)C(=O)NCCc1nc2ccccc2n1CCOc1ccccc1
  -23%	1%	1	-8%	-9%	-9%	-5%	0%	-2
Cc1cc(C)c(S(=O)(=O)Nc2cc(SCC(=O)O)c(O)c3ccccc23)cc1C
  0%	3%	-54*	?	-24%	-12%	-3%	13%	-10
COc1ccc(Nc2nc3ccccc3nc2NS(=O)(=O)c2ccc(NC(C)=O)cc2)cc1
  16%	0%	?	2%	-23%	-6%	8%	-11%	-3
COc1ccccc1-c1oc2ccccc2c1C#CCO
  -6%	-2%	-6	8%	1%	-8%	1%	-3%	-9
CCn1cc(/C=C(\NC(=O)c2ccc(OC)c(OC)c2)C(=O)NCCCO)c2ccccc21
  16%	1%	1	-9%	2%	6%	0%	7%	-10
CCOC(=O)[C@]12CCCC=C1N(Cc1ccc3c(c1)OCO3)C(=O)[C@H](CC(=O)NCc1cccs1)C2
  ?	-2%	-6	?	-15%	4%	0%	-12%	-4
COc1cccc(N2CC(=O)N(NC(=O)c3sc4nc(C)cc(C)c4c3N)CC2=O)c1
  3%	2%	9	26%	29%	i	-2%	6%	7
COc1ccc(C2C(C(C)=O)=C(C)Nc3ncnn32)cc1OC (stereo unspecified)
  30%	-18%	-6	9%	-13%	-4%	-3%	-4%	-3
Cc1c(C#N)c2ccccc2n1CC(=O)NC(C)c1ccccc1 (stereo unspecified)
  6%	-6%	28	?	-16%	i	-20%	-32%[inhibitor]	11
Cc1ccc(N(C=NC#N)CC(=O)N2CCN(c3ccccc3)CC2)cc1
  -12%	-4%	-7	-10%	-18%	-30%	-8%	-22%	1
CN(C(=O)COC(=O)c1ccccc1Nc1ccccc1)C1CCS(=O)(=O)C1 (stereo unspecified)
  -10%	2%	?	4%	2%	-4%[57.5 µM]	1%	-17%	-11
C/C=C/c1cc(CN2CCN(c3ccccc3)CC2)c(O)c(OC)c1
  ?	-1%	-98*	-9%	8%	i	4%	?	-20
CC(C)(C)c1ccc(S(=O)(=O)NC(=O)C2(C)CCN2C(=O)Cc2cccs2)cc1 (stereo unspecified)
  6%	-1%	-8	-5%	-11%	-20%	-2%	24%	-18
O=C(CC1CCCCC1)Nc1nc2ccccc2s1
  -4%	-2%	-16	-21%	12%	-26%	7%	3%	-5
O=C(CSc1nnc(COc2ccccc2F)n1-c1ccccc1)NC1CCS(=O)(=O)C1 (stereo unspecified)
  10%	-3%	-6	5%	19%	i	5%	-2%	-1
CCOC(=O)C(=O)NCC(c1cccs1)S(=O)(=O)c1ccc(F)cc1 (stereo unspecified)
  5%	1%	11	10%	-15%	i	-2%	-6%	-1
Cc1oc(-c2ccc(Cl)cc2)nc1CN1CCC(C(=O)N2CCc3ccccc3C2)CC1
  ?	6%	-70*	7%	21%	-19%	23%	17%	-12
Cc1ccccc1NC(=S)N(Cc1cccs1)C1CCCCC1
  ?	6%	-7	-24%	?	-91%[inhibitor]	5%	-22%	-1
O=C(NCc1ccco1)c1cccnc1-c1nc2ccccc2s1
  53%[activator]	-14%	?	13µM*	6%	i	0%	29%	-7
CCc1ccc(NC(=O)Cn2c(=O)n(Cc3ccc4c(c3)OCO4)c(=O)c3oc4ccccc4c32)cc1
  0%	·	·	·	-2%	i	·	15%	0
OC[C@@H]1[C@@H](c2ccc(F)cc2)C(c2cccc(Cl)c2)=NN1c1ccccc1
  ?	-50%[inhibitor]	17	?	498%[activator]	i	0%	-90%[inhibitor]	9
Cc1cccc(OCCCCCn2ccnc2)c1C
  ?	4%	0	-29%	-7%	-1%	5%	-2%	-3
CC(=O)Nc1ccc(NC(=O)CSc2nc3nc(C)cc(C)c3c(=O)[nH]2)cc1
  12%	1%	0	11%	3%	-14%	-1%	-3%	-2

The list continues:
SMILES | GLP1R inv ag | aSyn rescue | DRD3 antagonist | KB-V1 MDR tox | HEK293 tox | PTHR1 ag | GLP-1R agonist | TDP-43 yeast inh | D3 ag
Cc1ccc(NC(=O)COC(=O)Cn2ccc(C(F)(F)F)n2)cc1Cl | 1% | -8% | -2 | -11% | -13% | -31% | -7% | 0% | -8
Cc1cccc(CCNS(=O)(=O)c2ccc3c(c2)NC(=O)CO3)c1 | -23% | 0% | 0 | 19% | -5% | -10% | 10% | 8% | 1
CCOC(=O)N1CCC(NCCNC(=O)c2cccs2)CC1 | 6% | -8% | -77* | 7% | -13% | -6% | -5% | -11% | -8
COc1cc(O)cc(O)c1C(=O)/C=C/c1ccccc1 | -21% | 12% | 0 | -19% | -7% | -52%[inhibitor] | 1% | 12% | -32
Fc1cccc(Cc2noc(CN3CCN(C4CCc5ccccc5C4)CC3)n2)c1 (stereo unspecified) | ? | 1% | -10 | ? | 5% | -25% | 11% | 0% | -16
Cc1ccccc1CN1c2ccccc2-c2nc(SCC(=O)c3ccccc3)ncc2S1(=O)=O | ? | · | · | 0% | ? | -7% | · | 24% | 3
CC(C)C1Cc2c(sc3ncnc(NN)c23)CO1 (stereo unspecified) | 50%[activator] | -4% | -22 | ? | ? | -21% | 10% | 0% | -1
CCC(c1nnc(SCC(=O)Nc2cccc(S(N)(=O)=O)c2)n1Cc1ccccc1)N(C)C (stereo unspecified) | 9% | 3% | 14 | 17% | 6% | i | 15% | 6% | 4

(list continues)
SMILES | GLP1R inv ag | aSyn rescue | DRD3 antagonist | KB-V1 MDR tox | HEK293 tox | PTHR1 ag | GLP-1R agonist | TDP-43 yeast inh | D3 ag
C=CCNC(=O)C(=O)NCC1CCCN1CC (stereo unspecified) | -7% | 3% | 3 | 5% | -6% | -18% | -4% | 29% | 10
C=CCn1c(SCC(=O)N(C(C)CC)C2CCS(=O)(=O)C2)nc2ccccc2c1=O (stereo unspecified) | 15% | 6% | 2 | -7% | -18% | -4% | 9% | 3% | -7
O=C(OCC(=O)c1c[nH]c2ccccc12)C1=COCCO1 | 0% | 0% | 17 | 3% | 6% | i | -8% | 10% | 3
COc1ccc(-n2c(=O)c3c4c(sc3n(C)c2=O)CN(C(C)=O)CC4)cc1 | 12% | · | · | -1% | 8% | -10% | · | 25% | 6
Cc1cccc(N2CCN(C(=O)Cn3sc4nc(C)cc(C)c4c3=O)CC2C)c1 (stereo unspecified) | 0% | -78%[inhibitor] | -3 | -3% | -22% | 0% | -2% | -92%[inhibitor] | 2
COc1ccccc1OCC(=O)NCc1ccco1 | 42%[activator] | -16% | -4 | -20% | 4% | i | -13% | 14% | -9
CCOc1ccc(N2C(=O)c3ccc(C(=O)OCC(=O)N(CC)C4CCS(=O)(=O)C4)cc3C2=O)cc1 (stereo unspecified) | 17% | 1% | 3 | ? | -10% | i | 1% | -10%[9.22 µM] | 4
CNC(=S)N(CCc1c(C)[nH]c2ccc(OC)cc12)Cc1cc(OC)c(OC)c(OC)c1 | -10% | -2% | -7 | -5% | -9% | i | -2% | 25% | -3
Cn1ccnc1SCC(=O)c1ccc(Br)cc1 | 11% | 0% | -15 | -3% | 0% | -6%[57.5 µM] | 4% | 6% | 12

In another format: entries from further up.
CCc1ccc(NC(=O)Cn2c(=O)n(Cc3ccc4c(c3)OCO4)c(=O)c3oc4ccccc4c32)cc1
  GLP1R inv ag = 0%
  aSyn rescue = ·
  DRD3 antagonist = ·
  KB-V1 MDR tox = ·
  HEK293 tox = -2%
  PTHR1 ag = i
  GLP-1R agonist = ·
  TDP-43 yeast inh = 15%
  D3 ag = 0
O=C(CC1CCCCC1)Nc1nc2ccccc2s1
  GLP1R inv ag = -4%
  aSyn rescue = -2%
  DRD3 antagonist = -16
  KB-V1 MDR tox = -21%
  HEK293 tox = 12%
  PTHR1 ag = -26%
  GLP-1R agonist = 7%
  TDP-43 yeast inh = 3%
  D3 ag = -5
COc1ccc(-n2c(=O)c3c4c(sc3n(C)c2=O)CN(C(C)=O)CC4)cc1
  GLP1R inv ag = 12%
  aSyn rescue = ·
  DRD3 antagonist = ·
  KB-V1 MDR tox = -1%
  HEK293 tox = 8%
  PTHR1 ag = -10%
  GLP-1R agonist = ·
  TDP-43 yeast inh = 25%
  D3 ag = 6
CC(C)(C)c1ccc(S(=O)(=O)NC(=O)C2(C)CCN2C(=O)Cc2cccs2)cc1 (stereo unspecified)
  GLP1R inv ag = 6%
  aSyn rescue = -1%
  DRD3 antagonist = -8
  KB-V1 MDR tox = -5%
  HEK293 tox = -11%
  PTHR1 ag = -20%
  GLP-1R agonist = -2%
  TDP-43 yeast inh = 24%
  D3 ag = -18
